LmPK inhibitor: qHTS Assay for Inhibitors of Leishmania Mexicana Pyruvate Kinase (LmPK); Q27686; purified LmPK, Kinase-Glo ATP luminescence, 1 h; Potency, µM (top dose mostly 57.5 µM), for the others: at the top dose activity change, negative = inhibition, most hits filed as inhibitors; 290,000 compounds, 0.37% hits; AID 1721, 2009; also: potency is read from the fitted curve at half-maximal effect; % is scaled to controls: 0 for no effect and ±100 for the full control effect
Target sequence (Q27686 whole entry, looked up): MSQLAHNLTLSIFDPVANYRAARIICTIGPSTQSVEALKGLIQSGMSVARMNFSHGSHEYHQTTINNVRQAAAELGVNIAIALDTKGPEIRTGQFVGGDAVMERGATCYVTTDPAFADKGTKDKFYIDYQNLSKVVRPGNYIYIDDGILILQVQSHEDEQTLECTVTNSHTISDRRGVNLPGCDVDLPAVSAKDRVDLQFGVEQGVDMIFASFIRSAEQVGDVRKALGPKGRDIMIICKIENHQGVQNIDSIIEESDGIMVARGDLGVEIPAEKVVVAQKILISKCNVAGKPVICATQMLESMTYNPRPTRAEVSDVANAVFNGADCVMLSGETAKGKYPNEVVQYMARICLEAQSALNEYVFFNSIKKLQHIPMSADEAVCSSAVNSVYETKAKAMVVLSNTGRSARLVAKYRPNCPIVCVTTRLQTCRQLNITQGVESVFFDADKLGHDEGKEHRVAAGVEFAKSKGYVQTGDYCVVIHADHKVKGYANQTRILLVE
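In 50 mM imidazole pH 7.2 with 7 mM MgCl2, LmPK (0.1 nM) turned over PEP (0.5 mM) and ADP (0.1 mM) for 1 h at room temperature. Luciferase read-out of ATP.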
TbPYK inhibitor: qHTS of Trypanosoma Brucei Inhibitors; Potency, µM (highest dose often 76.8 µM), for the others: at the highest dose activity, negative = inhibition, usual class: inhibitors; TbPYK enzyme, Kinase-Glo Plus ATP luminescence, 45 min; AID 624173, 2012; 410,000 compounds, 0.12% hits; also: potency is read from the fitted curve at half-maximal effect; % is scaled to controls: 0 for no effect and ±100 for the full control effect; nearly all actives have a fitted effect of over 50% in size
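Enzyme and substrate buffer are dispensed first and compound is pin-transferred. ADP at 130 uM final then starts the reaction, which runs 45 min at room temperature. Detection reagent is added for 10 min before luminescence is imaged.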
CHX counter: Cycloheximide Counterscreen for Small Molecule Inhibitors of Shiga Toxin; 300,000 compounds, 12% hits; AID 2314, 2010; cell reporter, cycloheximide protein synthesis inhibition counterscreen; max response, %; in the data active = max response mostly above about 13%, no sharp cut-off; inactive = mostly below about 14%; also: read at 38.3 µM for the half of the compounds with a filed dose; 0% is about no effect
Shiga inhibitor: A qHTS for Small Molecule Inhibitors of Shiga Toxin. Vero cells, Shiga toxin protein synthesis inhibition reporter. inhibition, % at 38.7 µM. 290,000 compounds, 9.2% hits. AID 2315, 2010; in the data active = inhibition mostly above about 28%, no sharp cut-off; inactive = mostly below about 43%; also: 0% is about no effect
Pf growth 96h: Primary qHTS for delayed death inhibitors of the malarial parasite plastid, 96 hour incubation | P. falciparum luciferase reporter growth, 96 h | Potency, µM (top dose mostly 28.7 µM), inactives show at the highest dose activity change, negative = inhibition, most hits filed as inhibitors | 320,000 compounds, 6.9% hits; also: potency is read from the fitted curve at half-maximal effect; % is scaled to controls: 0 for no effect and ±100 for the full control effect
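Erythrocytes infected with luciferase-expressing P. falciparum were dispensed at 2% hematocrit and 0.05% parasitemia (final), then incubated with compounds 96 hours at 37 C in 5% CO2. Luminescence after detection reagent addition reported growth.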
HCV inh: qHTS Assay for Inhibitors of Hepatitis C Virus (HCV) | Huh7.5.1 HCVcc-Cre infection, luciferase reporter, 44 h | Potency, µM (titrated, usually from 41.8 µM), for the others: at the highest dose activity change, negative = inhibition, hits mostly inhibitors | 340,000 compounds, 3.4% hits; also: potency is read from the fitted curve at half-maximal effect; % is scaled to controls: 0 for no effect and ±100 for the full control effect
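1,000 cells/well; 4 h culture; + compound; + HCVcc-Cre (~0.5 moi); 44 h; luciferase substrate, RT 15 min; read 15 sec.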
Pf growth 48h: Primary qHTS for delayed death inhibitors of the malarial parasite plastid, 48 hour incubation; 310,000 compounds, 5.9% hits; AID 504832, 2011; P. falciparum luciferase growth in erythrocytes, 48 h; Potency, µM (highest dose often 28.7 µM), for inactives: top-dose activity change, negative = inhibition, most hits filed as inhibitors; also: potency is read from the fitted curve at half-maximal effect; % is scaled to controls: 0 for no effect and ±100 for the full control effect
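Luciferase-expressing P. falciparum in infected erythrocytes (2% hematocrit, 0.1% parasitemia final) in RPMI 1640/0.5% Albumax were exposed to compound for 48 hours at 37 C, 5% CO2; growth read as luminescence.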
* = called active by the depositor; [ ] = another dose, or the depositor's remark. Unless noted, calls follow the shape of the dose curve; as a rule, active = well fitted curve in the direction sought with a large enough effect; inconclusive = small, poorly fitted or top-dose-only effect, or another doubt; inactive = no such curve, though single readings can be large; an effect the other way counts as inactive or inconclusive.

How did CCOC(=O)c1c(NC(=O)CSC2=NN3CCCC(=O)N=C3S2)sc2c1CCCCC2 do in these assays?
LmPK inhibitor: 0%; TbPYK inhibitor: -1%; CHX counter: 7; Shiga inhibitor: -6; Pf growth 96h: -3%; HCV inh: 8.9µM*; Pf growth 48h: 26%

Results for O=C(CN1C(=O)c2cccc([N+](=O)[O-])c2C1=O)NCc1ccccc1 ?
LmPK inhibitor: -3%; TbPYK inhibitor: 4%; CHX counter: -4; Shiga inhibitor: -2; Pf growth 96h: 19%; HCV inh: 3%

Results for O=C(CSCc1ccccc1Cl)N/N=C/c1ccco1 ?
LmPK inhibitor: 1%; TbPYK inhibitor: -6%; CHX counter: 13; Shiga inhibitor: 46; Pf growth 96h: 13µM*; HCV inh: -5%; Pf growth 48h: 16%

What do the screens show for `COc1cc2c(cc1OC)CN(C(=O)c1sc(-c3cnccn3)nc1C)CC2`?
LmPK inhibitor: 0%; TbPYK inhibitor: -7%; CHX counter: 2; Shiga inhibitor: 3; Pf growth 96h: -1%; HCV inh: 2%; Pf growth 48h: 4%

Results for Cc1cc(C(=O)CN2C(=O)c3ccccc3S2(=O)=O)c(C)n1CC1CCCO1 (stereo unspecified) ?
LmPK inhibitor: 0%; TbPYK inhibitor: 1%; CHX counter: -9; Shiga inhibitor: -24; Pf growth 96h: 10%; HCV inh: -13%; Pf growth 48h: 2.1µM*

How did CC(=O)Nc1ccc(S(=O)(=O)/N=C2\C(=O)c3ccccc3C([O-])=C2n2cc[n+](-c3ccccn3)c2)cc1 do in these assays?
LmPK inhibitor: -6%; TbPYK inhibitor: -6%; CHX counter: 9; Shiga inhibitor: 31; Pf growth 96h: 4.7µM*; HCV inh: -5%; Pf growth 48h: 1.5µM*

What do the screens show for `CN(Cc1cccc2cnccc12)C(=O)c1cc(COc2ccc(F)cc2Cl)on1`?
LmPK inhibitor: 1%; TbPYK inhibitor: -3%; CHX counter: 23*; Shiga inhibitor: 32; Pf growth 96h: -1%; HCV inh: 10µM*; Pf growth 48h: inconclusive

What do the screens show for `CC(C)(C)c1nc2c(C#N)c(-c3ccc(Cl)cc3)ccn2n1`?
LmPK inhibitor: 1%; TbPYK inhibitor: -10%; CHX counter: 25*; Shiga inhibitor: 57; Pf growth 96h: inconclusive; HCV inh: -27%

Results for CC1=C(C(=O)OCc2ccccc2)C(c2ccccc2Cl)NC(=O)N1C (stereo unspecified) ?
LmPK inhibitor: 9%; TbPYK inhibitor: 5%; CHX counter: -2; Shiga inhibitor: -14; Pf growth 96h: inconclusive; HCV inh: inconclusive; Pf growth 48h: 0%

What do the screens show for `CCCCNC(=O)CNC(=O)c1nn(-c2ccc(OC)cc2)c(=O)c2ccccc12`?
LmPK inhibitor: 0%; TbPYK inhibitor: 4%; CHX counter: -3; Shiga inhibitor: -5; Pf growth 96h: inconclusive; HCV inh: -9%

How did CCN(CC)c1ccc(C=NCCc2ccc(S(N)(=O)=O)cc2)cc1 do in these assays?
LmPK inhibitor: 2%; TbPYK inhibitor: -8%; CHX counter: 13; Shiga inhibitor: 20; Pf growth 96h: 79%[activator]; HCV inh: -12%; Pf growth 48h: -5%

What do the screens show for `COc1cc(/C=C2/C(=N)N3N=C(C)SC3=NC2=O)ccc1OS(=O)(=O)c1ccc(C)cc1`?
LmPK inhibitor: 0%; TbPYK inhibitor: 0%; CHX counter: -1; Shiga inhibitor: -7; Pf growth 96h: 3%; HCV inh: 3%; Pf growth 48h: 7%

3 records picked at random from the list so far, as already listed:
What do the screens show for `COc1cc(/C=C2/C(=N)N3N=C(C)SC3=NC2=O)ccc1OS(=O)(=O)c1ccc(C)cc1`?
LmPK inhibitor: 0%; TbPYK inhibitor: 0%; CHX counter: -1; Shiga inhibitor: -7; Pf growth 96h: 3%; HCV inh: 3%; Pf growth 48h: 7%

How did CCOC(=O)c1c(NC(=O)CSC2=NN3CCCC(=O)N=C3S2)sc2c1CCCCC2 do in these assays?
LmPK inhibitor: 0%; TbPYK inhibitor: -1%; CHX counter: 7; Shiga inhibitor: -6; Pf growth 96h: -3%; HCV inh: 8.9µM*; Pf growth 48h: 26%

What do the screens show for `CN(Cc1cccc2cnccc12)C(=O)c1cc(COc2ccc(F)cc2Cl)on1`?
LmPK inhibitor: 1%; TbPYK inhibitor: -3%; CHX counter: 23*; Shiga inhibitor: 32; Pf growth 96h: -1%; HCV inh: 10µM*; Pf growth 48h: inconclusive

The list goes on.
How did CCCC(=O)Nc1cccc(NC(=O)c2ccc3c(c2)OCCO3)c1 do in these assays?
LmPK inhibitor: -16%; TbPYK inhibitor: -9%; CHX counter: 23*; Shiga inhibitor: 64*; Pf growth 96h: inconclusive; HCV inh: inconclusive; Pf growth 48h: 47%[activator]

How did CCC(C)[C@H](NC(=O)NCCCN1CCOCC1)C(=O)OC (stereo partly specified) do in these assays?
LmPK inhibitor: -4%; TbPYK inhibitor: 7%; CHX counter: -2; Shiga inhibitor: -6; HCV inh: 10%; Pf growth 48h: 6%

What do the screens show for `CCC(=O)Nc1cccc(NC(=S)NC(=O)c2cccs2)c1`?
LmPK inhibitor: -1%; TbPYK inhibitor: -5%; CHX counter: 40*; Shiga inhibitor: 110*; Pf growth 96h: 14%; HCV inh: 2%; Pf growth 48h: 171%[activator]

What do the screens show for `CCOC(=O)c1sc2ccccc2c1OC(=O)c1ccccc1`?
LmPK inhibitor: 1%; TbPYK inhibitor: 5%; CHX counter: -2; Shiga inhibitor: -24; HCV inh: -9%; Pf growth 48h: 3%

What do the screens show for `O=C(CSc1nc(-c2ccco2)cc(C(F)(F)F)n1)NCc1cccs1`?
LmPK inhibitor: 2%; TbPYK inhibitor: -13%; CHX counter: -2; Shiga inhibitor: -12; Pf growth 96h: 61%[activator]; HCV inh: -24%; Pf growth 48h: -7%

How did O=C(NCc1cccnc1)c1ccc(COc2ccc(Cl)cc2Cl)o1 do in these assays?
LmPK inhibitor: 7%; TbPYK inhibitor: 0%; CHX counter: 10; Shiga inhibitor: 30; Pf growth 96h: 11%; HCV inh: -3%; Pf growth 48h: 11%

What do the screens show for `Cc1nn(C)c(C)c1P(=S)(c1c(C)nn(C)c1C)N(C)C`?
LmPK inhibitor: 6%; TbPYK inhibitor: -12%; CHX counter: -1; Shiga inhibitor: -1; Pf growth 96h: 16%[5.75 µM]; HCV inh: 26%

Results for CCOC(=O)N1CCN(c2cc(N)c([N+](=O)[O-])cc2F)CC1 ?
LmPK inhibitor: -3%; TbPYK inhibitor: 0%; CHX counter: 0; Shiga inhibitor: -14; Pf growth 96h: 20%; HCV inh: -13%; Pf growth 48h: 4%

How did O=C1Cc2ccccc2C(=O)N1OCc1ccc(Cl)cc1Cl do in these assays?
LmPK inhibitor: 0%; TbPYK inhibitor: 0%; CHX counter: 11; Shiga inhibitor: 18; Pf growth 96h: -12%; HCV inh: 8%; Pf growth 48h: 18%

Results for Cc1ccc(C(=O)NN2C(=O)/C(=C/c3cn(C)c4ccccc34)SC2=S)cc1 ?
LmPK inhibitor: -1%; TbPYK inhibitor: -4%; CHX counter: -2; Shiga inhibitor: -5; Pf growth 96h: 8%; HCV inh: 4%; Pf growth 48h: -10%

Results for COC(=O)C1C(c2ccc(OC)cc2)C(C(=O)OC)S(=O)(=O)C(CCN2CCCCC2)S1(=O)=O (stereo unspecified) ?
LmPK inhibitor: 6%; TbPYK inhibitor: 1%; CHX counter: 13; Shiga inhibitor: 11; Pf growth 96h: -4%; HCV inh: 0%; Pf growth 48h: -22%

What do the screens show for `CCC(C)(C)n1nnnc1CN1CCN(c2nc3cc(OC)ccc3cc2C#N)CC1`?
LmPK inhibitor: 10%; TbPYK inhibitor: -6%; CHX counter: -4; Shiga inhibitor: 19; HCV inh: -29%; Pf growth 48h: inconclusive

Results for COc1ccc(Nc2c3c(nc4c(-c5ccccc5)c(C)nn24)CCC3)cc1 ?
LmPK inhibitor: 1%; TbPYK inhibitor: -12%; CHX counter: 4; Shiga inhibitor: -3; Pf growth 96h: 5.9µM*; HCV inh: 10%; Pf growth 48h: 13µM*

What do the screens show for `COc1ccccc1C1=CC(=O)C[C@H](c2ccc3c(c2)OCO3)C1`?
TbPYK inhibitor: -6%; Pf growth 96h: 11%; HCV inh: inconclusive; Pf growth 48h: -8%

How did CC1CCCCN1C(=O)NC12CC3CC(CC(C3)C1)C2 (stereo unspecified) do in these assays?
LmPK inhibitor: 0%; TbPYK inhibitor: -15%; CHX counter: -3; Shiga inhibitor: -17; Pf growth 96h: -16%; HCV inh: 12%

How did Cc1ccccc1NC(=O)c1ccc(S(=O)(=O)C(F)F)cc1 do in these assays?
LmPK inhibitor: -2%; TbPYK inhibitor: inconclusive; CHX counter: 18*; Shiga inhibitor: -3; Pf growth 96h: 25%; HCV inh: 7%; Pf growth 48h: 20%

Results for CN1/C(=C\C=C(/C#N)C(=O)Nc2ccccc2F)C(C)(C)c2ccccc21 ?
LmPK inhibitor: 0%; TbPYK inhibitor: -5%; CHX counter: -1; Shiga inhibitor: -15; Pf growth 96h: 31%[activator]; HCV inh: 12%; Pf growth 48h: 5%

How did CC(C)c1ccccc1NC(=S)N1CCN(Cc2ccc3c(c2)OCO3)CC1 do in these assays?
LmPK inhibitor: -1%; TbPYK inhibitor: -6%; CHX counter: 4; Shiga inhibitor: -2; Pf growth 96h: 15%; HCV inh: 26%; Pf growth 48h: -28%

How did OCCC1CN(Cc2cc3c(cc2Cl)OCO3)CCN1C1CCCC1 (stereo unspecified) do in these assays?
LmPK inhibitor: 4%; TbPYK inhibitor: 3%; CHX counter: -1; Shiga inhibitor: 3; Pf growth 96h: inconclusive; HCV inh: 6%; Pf growth 48h: 29%

What do the screens show for `COCCN(C(=O)CCC(=O)Nc1ccccn1)C(C(=O)NCCC(C)C)c1ccc(OC)cc1` (stereo unspecified)?
LmPK inhibitor: 6%; TbPYK inhibitor: -11%; CHX counter: -2; Shiga inhibitor: -3; Pf growth 96h: 0.52µM*; HCV inh: -8%; Pf growth 48h: inconclusive

How did O=C(Nc1ccc(OCC(=O)N2CCOCC2)cc1)c1cc(F)c(F)cc1Cl do in these assays?
LmPK inhibitor: 0%; TbPYK inhibitor: -1%; CHX counter: 3; Shiga inhibitor: 25; Pf growth 96h: -16%; HCV inh: 4%; Pf growth 48h: 44%[activator]

How did O=C(c1ccc(N2C(=O)C3C4CC(C(Br)C4Br)C3C2=O)cc1)N1CCCCC1 (stereo unspecified) do in these assays?
LmPK inhibitor: -1%; TbPYK inhibitor: -2%; CHX counter: -3; Shiga inhibitor: -3; Pf growth 96h: 71%[activator]; HCV inh: 12%; Pf growth 48h: inconclusive

Bioassay records from PubChem.
